12-LOX inh: blocks human arachidonate 12S-lipoxygenase | P18054 | purified 12hLO, xylenol orange hydroperoxide absorbance | Potency, µM (series often up to 108 µM), for the others: top-dose activity change, negative = inhibition, actives largely listed as inhibitors | 580,000 tested, 1.1% active | AID 1671190; further: on the % scale 0 is the no-effect control and ±100 the full control effect
Target sequence (P18054 whole entry, looked up): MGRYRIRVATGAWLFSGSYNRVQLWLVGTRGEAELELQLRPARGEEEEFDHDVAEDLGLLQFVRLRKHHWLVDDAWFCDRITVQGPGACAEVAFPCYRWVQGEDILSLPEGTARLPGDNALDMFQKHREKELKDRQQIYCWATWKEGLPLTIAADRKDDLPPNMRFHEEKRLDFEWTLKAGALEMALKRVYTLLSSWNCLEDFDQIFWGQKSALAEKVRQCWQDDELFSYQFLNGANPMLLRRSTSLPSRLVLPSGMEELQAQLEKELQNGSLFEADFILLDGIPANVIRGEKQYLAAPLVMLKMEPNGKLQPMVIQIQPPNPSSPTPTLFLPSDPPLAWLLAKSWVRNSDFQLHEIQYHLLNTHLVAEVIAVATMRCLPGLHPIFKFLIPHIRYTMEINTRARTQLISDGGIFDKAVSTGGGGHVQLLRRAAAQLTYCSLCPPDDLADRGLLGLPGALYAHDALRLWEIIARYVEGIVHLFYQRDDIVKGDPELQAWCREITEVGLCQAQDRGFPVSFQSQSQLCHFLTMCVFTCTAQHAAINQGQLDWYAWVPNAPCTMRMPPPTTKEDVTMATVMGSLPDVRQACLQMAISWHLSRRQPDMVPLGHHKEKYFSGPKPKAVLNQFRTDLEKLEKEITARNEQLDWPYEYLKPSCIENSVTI
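Purified human 12hLO (150 nM final) in 25 mM Hepes, 0.01% Triton X-100, pH 7.0 was preincubated 15 min at room temperature with compound. Then 40 uM arachidonic acid was added, 30 min. Hydroperoxide was read by Fe-XO absorbance ratio 573/405 nm.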
USP1-UAF1 inh: USP1/UAF1 (human) deubiquitinase inhibition | O94782 | recombinant USP1/UAF1, Ub-Rhodamine cleavage fluorescence | Potency, µM (titrated, usually from 57.1 µM), without a hit: top-dose activity change, negative = inhibition, actives largely listed as inhibitors | 390,000 tested, 0.23% active | AID 743255; further: on the % scale 0 is the no-effect control and ±100 the full control effect; nearly all actives have a fitted effect of over 60% in size; inactives centre near -12
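In this screen, compounds sit with the deubiquitinase complex (1nM) for 15 min at room temperature before Ub-Rho is added at 150nM final. Fluorescence rise is then followed for 6 reads every 60 seconds.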
RGS4 inhibitor: inhibitors of human regulator of G protein signaling 4. P49798. Transcreener GDP fluorescence polarization, RGS4-accelerated GTP hydrolysis. Potency, µM (titrated, usually from 114 µM), inactives show at the highest dose activity change, negative = inhibition, actives largely listed as inhibitors. 390,000 tested, 0.039% active. AID 504845; further: on the % scale 0 is the no-effect control and ±100 the full control effect; nearly all actives have a fitted effect of over 75% in size; some results filed as inactive show a strong effect at the top dose
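MLSMR compounds (23 nl, pin-transferred) preincubated 10 min at room temperature with a 500nM (2x) first reagent, then RGS4 at 900nM (2x) plus Transcreener GDP mix added; fluorescence polarization (620/688 nm) read before and after 90 min at 30 °C.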
Vif-APOBEC3F blk: Vif-A3F binding inhibition; 390,000 tested, 0.2% active; Potency, µM (top dose mostly 46.1 µM), for the others: at the top dose activity, negative = active; HeLa A3F-eYFP + Vif (tagged APOBEC3F with the HIV-1 protein that degrades it), YFP fluorescence increase; further: % of control where 0% means no effect; nearly all actives have a fitted effect of over 65% in size
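HeLa cells stably expressing Vif plus C-terminally eYFP-tagged A3F were seeded, incubated overnight at 37 deg C, dosed with compound, incubated overnight again at 37 deg C. Yellow fluorescence (Ex 488/Em 500-530) reported blocked Vif-mediated A3F-eYFP degradation.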
Vif-APOBEC3G blk: blocks the Vif interaction with human APOBEC3G; 410,000 tested, 0.076% active; Potency, µM (top dose mostly 46.1 µM), inactives show top-dose activity, negative = active, usual class: inhibitors; AID 602310; HeLa A3G-eYFP + Vif (tagged APOBEC3G with the HIV-1 protein that degrades it), YFP fluorescence, overnight; Q9HC16;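 further: on the % scale 0 is the no-effect control and ±100 the full control effect; nearly all actives have a fitted effect of over 60% in size; hits raise eYFP signal because A3G escapes Vif-driven loss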
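HeLa cells stably expressing Vif and C-terminally eYFP-tagged A3G, seeded overnight at 37 deg C, then exposed to compound by pintool overnight at 37 deg C. Rise in yellow fluorescence (Ex 488/Em 500-530, Acumen) marks blocked Vif-driven A3G degradation.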
RXFP1 agonist: activates the human relaxin receptor RXFP1; AID 2676; HEK293T-RXFP1 cAMP TR-FRET, 30 min; response scale: percent of porcine relaxin response, buffer zero; Q9HBX9; 370,000 tested, 0.3% active; Potency, µM (highest dose often 57.5 µM), for inactives: at the highest dose activation, most hits filed as activators; further: on the % scale 0 is the no-effect control and ±100 the full control effect; nearly all actives have a fitted effect of over 60% in size; many of its hits are not listed in these tables
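HEK293 cells stably expressing RXFP1, treated 30 min at 37C with compounds plus PDE4 inhibitor Ro 20174; cAMP measured by HTRF TR-FRET. Normalized to buffer and 29 nM porcine relaxin; EC50 by Hill fit.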
TrxR1 inh: rat TrxR1 inhibition | recombinant rTrxR1, NADPH fluorescence consumption, selenite substrate | Potency, µM (titrated, usually from 114 µM), without a hit: at the top dose activity change, negative = inhibition, most hits filed as inhibitors | 390,000 tested, 1% active | AID 588453; further: on the % scale 0 is the no-effect control and ±100 the full control effect; nearly all actives have a fitted effect of over 65% in size
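Rat TrxR1 (90 nM in the dispensed reagent) was pre-reduced with 400 uM NADPH for 5 min at room temperature, then incubated with compound for 15 min. After 400 uM selenite was added, NADPH fluorescence (Ex 340/Em 450 nm) was followed for 8 min.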
TrxR1 substrate: rat thioredoxin reductase 1 substrate activity | purified TrxR1 substrate turnover, NADPH consumption readout | Potency, µM (doses to about 114 µM), inactives show at the highest dose activity change, negative = substrate turnover | 390,000 tested, 0.01% active | O89049; further: on the % scale 0 is the no-effect control and ±100 the full control effect; nearly all actives have a fitted effect of over 50% in size
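Rat TrxR1, dispensed at 90 nM, was prereduced with 400 uM NADPH (final) for 5 min at ~22 deg C, then incubated with compound 15 min before 400 uM selenite. A first-read NADPH fluorescence drop versus no-compound background flagged substrates.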
mIDH1 inhibitor: human IDH1 R132H inhibition; IDH1-R132H enzyme, NADPH consumption, diaphorase/resazurin fluorescence; AID 602179; Potency, µM (top dose mostly 76.6 µM), without a hit: at the highest dose activity change, negative = inhibition, actives largely listed as inhibitors; 390,000 tested, 0.093% active; further: on the % scale 0 is the no-effect control and ±100 the full control effect; nearly all actives have a fitted effect of over 65% in size
Target sequence (O75874 whole entry R132H, stated change not applied): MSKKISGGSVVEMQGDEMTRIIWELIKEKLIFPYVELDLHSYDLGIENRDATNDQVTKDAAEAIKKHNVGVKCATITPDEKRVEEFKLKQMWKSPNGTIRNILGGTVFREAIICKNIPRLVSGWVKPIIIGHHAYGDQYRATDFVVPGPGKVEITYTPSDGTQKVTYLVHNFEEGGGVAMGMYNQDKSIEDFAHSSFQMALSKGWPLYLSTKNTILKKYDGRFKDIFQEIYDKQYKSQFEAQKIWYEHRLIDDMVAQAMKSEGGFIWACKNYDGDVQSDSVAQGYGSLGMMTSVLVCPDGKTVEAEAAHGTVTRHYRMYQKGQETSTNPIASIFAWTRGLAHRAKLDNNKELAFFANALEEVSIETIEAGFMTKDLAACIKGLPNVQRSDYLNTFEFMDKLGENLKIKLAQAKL
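IDH1-R132H (0.5 ug/mL dispensed) in pH 7.5 Tris buffer was preincubated 30 min with compound, then given a substrate mix of 0.016 mM NADPH and 2 mM alpha-KG for 80 min at room temperature; remaining NADPH was read by diaphorase/resazurin fluorescence.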
The depositor's hits bear a star; ? = inconclusive; · = not tested or not shown; & = joins results of further samples; [ ] = remark or other dose. The call rests on the fitted dose curve; in most records, active means well fitted curve in the direction sought with a large enough effect; inconclusive means small, poorly fitted or top-dose-only effect, or another doubt; inactive means no such curve, though single readings can be large; an effect the other way counts as inactive or inconclusive. Potency means the concentration at half of the fitted maximal effect. Not all compounds are listed; rates above refer to the full screens.

[1] O=C1S/C(=C\C=C\c2ccco2)C(=O)N1c1ccc(O)cc1
[2] CCOc1ccc(CNC(=O)c2ccc(NC(=O)N3CCCCc4ccccc43)cc2)cc1OC
[3] COc1ccc(C)cc1NC(=O)CSc1nnnn1Cc1ccccc1
[4] CC1=C(c2ccc(C)cc2)S(=O)(=O)N=C1N1CCN(c2ccccc2)CC1
[5] CCOC(=O)CCNCc1ccc(OC)c(OC)c1
[6] O=C(Nc1ccc(F)cc1)C1CCCN(S(=O)(=O)c2cccc3cccnc23)C1 (stereo not given)
[7] O=C1CN(c2ccccc2)C(=S)N1C(=O)c1ccccc1
[8] CN(CCCNC(=O)c1cccn2c(=O)c3ccccc3nc12)Cc1ccccc1
Screen / compound no.,1,2,3,4,5,6,7,8
12-LOX inh,40µM*,-7%,0%,-13%,-2%,21%,?,8%
USP1-UAF1 inh,-11%,-10%,-13%,-5%,-24%,-3%,-24%,-18%
RGS4 inhibitor,-45%,-3%,3%,-9%,-12%[11.4 µM],4%,?,-21%
Vif-APOBEC3F blk,0%,3%,4%,-9%,3%,-5%,-15%,0%
Vif-APOBEC3G blk,?,-3%,0%,4%,-5%,1%,-6%,4%
RXFP1 agonist,-0.1%,1.1%,2.2%,-0.8%,-5.9%,2.4%,0.2%,2.1%
TrxR1 inh,?,-2%[57.1 µM],-5%,6%,-32%,21%[57.1 µM],?,?
TrxR1 substrate,-4%,1%[57.1 µM],-1%,4%,5%,3%[57.1 µM],4%,5%
mIDH1 inhibitor,3%,-1%,3%,-7%,-12%,-4%,2%,5%

[9] Cc1ccc(SCCN2CCC(C)CCC2=O)cc1 (stereo not given)
[10] CC(C)(C)N1CC2(c3ccccc3)CN(C(C)(C)C)CC(c3ccccc3)(C1)C2=O
[11] O=C(C1=C[C@@H](C2CC2)C[C@@H](OCCCCO)O1)N1CCOCC1
[12] COc1ccc(CN(C)CC(=O)Nc2ccccc2C(=O)NC2CC2)cc1F
[13] CCC(C)(C(=O)NC1CCCCC1)N(CC1CCCO1)C(=O)c1ccccn1 (stereo not given)
[14] CC(C)c1ccccc1OCC(=O)NCC(c1cccs1)N1CCOCC1 (stereo not given)
[15] O=C(CSc1ccc2nnc(-c3cccnc3)n2n1)NCc1ccc2c(c1)OCO2
[16] COC(=O)c1ccc2c(=O)[nH]c(COC(=O)c3c(-c4ccccc4)noc3C)nc2c1
Screen / compound no.,9,10,11,12,13,14,15,16
12-LOX inh,15%,-20%,?,10%,0%,3%,-6%,-1%
USP1-UAF1 inh,-25%,1%,-1%,-20%,-18%,-12%,?,-16%
RGS4 inhibitor,-2%,-10%,-2%,-19%,2%,8%,-6%,-20%
Vif-APOBEC3F blk,0%,0%,11%,9%,-12%,-1%,-5%,-15%
Vif-APOBEC3G blk,-3%&-1%,-4%,2%,1%,2%,2%,-2%,1%
RXFP1 agonist,-0.6%,-0.1%,0.6%,·,1.3%,-1.1%,6.8%,0.4%
TrxR1 inh,18%&26%,14%,2%[57.1 µM],16%,20%,0%[57.1 µM],2%,-3%[57.1 µM]
TrxR1 substrate,0%&1%,2%,7%,6%,8%[0.457 µM],3%[57.1 µM],3%,-2%[57.1 µM]
mIDH1 inhibitor,5%,0%,12%,2%,4%,2%,1%,-8%

Single records, from the list above. Values in the order: 12-LOX inh | USP1-UAF1 inh | RGS4 inhibitor | Vif-APOBEC3F blk | Vif-APOBEC3G blk | RXFP1 agonist | TrxR1 inh | TrxR1 substrate | mIDH1 inhibitor
CC(C)c1ccccc1OCC(=O)NCC(c1cccs1)N1CCOCC1 (stereo not given) as listed: 3% | -12% | 8% | -1% | 2% | -1.1% | 0%[57.1 µM] | 3%[57.1 µM] | 2%
CC(C)(C)N1CC2(c3ccccc3)CN(C(C)(C)C)CC(c3ccccc3)(C1)C2=O as listed: -20% | 1% | -10% | 0% | -4% | -0.1% | 14% | 2% | 0%

Remaining list, next part.
[17] CN(C)CCCNC(=O)/C(=C\c1ccc(-c2ccc(Br)cc2)o1)NC(=O)c1ccccc1
[18] Cc1cc(NC(=O)CSc2nc(-c3ccccc3F)nc3c2c(=O)n(C)c(=O)n3C)no1
[19] COc1cccc(C(=O)c2c[nH]c(C(=O)NCc3cccnc3)c2)c1
[20] COc1ccccc1N1CCN(C2=CC(=O)CCC2)CC1
[21] CC(CNC(=O)C1CCN(S(=O)(=O)c2ccc3c(ccn3C)c2)CC1)c1ccccc1 (stereo not given)
[22] COc1cccc(C(=O)N2CCC(N3CCN(Cc4ccc(F)cc4)C(=O)C3=O)CC2)c1
[23] COc1cc(NC(=O)c2ccco2)c(C(=O)OCC(=O)Nc2ncc(Cl)cc2Cl)cc1OC
[24] COc1cccc(CN2CCC(n3nccc3NC(=O)CCOc3ccccc3)CC2)c1
Screen / compound no.,17,18,19,20,21,22,23,24
12-LOX inh,-32%,-11%,3%,8%,?,-21%,0%,1%
USP1-UAF1 inh,-3%,-9%,-25%,-16%,-5%,-21%,-12%,-24%
RGS4 inhibitor,7%,16%,-14%,9%,9%,-14%,-6%,4%
Vif-APOBEC3F blk,-28%,-2%,7%,-3%,-7%,-2%,-1%,1%
Vif-APOBEC3G blk,-6%,0%,-4%,2%,-3%,2%,2%,1%
RXFP1 agonist,1.6%,?,3.0%,2.5%,-1.1%,0.8%,?,-0.9%
TrxR1 inh,-19%,33%[57.1 µM],27%[57.1 µM],14%,-1%[57.1 µM],6%[57.1 µM],-6%,5%
TrxR1 substrate,-9%,2%[57.1 µM],-15%[57.1 µM],7%,-7%[57.1 µM],1%[57.1 µM],10%,1%
mIDH1 inhibitor,7%,9%,8%,3%,-2%,20%,12%,7%

3 compounds from above with just mIDH1 inhibitor and 12-LOX inh.
# | SMILES | mIDH1 inhibitor | 12-LOX inh
18 | Cc1cc(NC(=O)CSc2nc(-c3ccccc3F)nc3c2c(=O)n(C)c(=O)n3C)no1 | 9% | -11%
21 | CC(CNC(=O)C1CCN(S(=O)(=O)c2ccc3c(ccn3C)c2)CC1)c1ccccc1 (stereo not given) | -2% | ?
17 | CN(C)CCCNC(=O)/C(=C\c1ccc(-c2ccc(Br)cc2)o1)NC(=O)c1ccccc1 | 7% | -32%

More records.
[25] COc1ccc(N2CCN(C(=O)CN(Cc3ccccc3)S(C)(=O)=O)CC2)cc1
[26] CN(C)c1ccc(C=c2c3cc(O)ccc3n3c2cc(-c2ccccc2)[n+]3C)cc1
[27] Cc1cc(C(=O)COC(=O)c2n[nH]c(=O)c3ccccc23)c(C)n1C(C)C
[28] COc1cc2c(cc1OC)C(C(C(=O)N(CCc1ccc(OC)c(OC)c1OC)CCc1ccc(OC)c(OC)c1OC)c1ccccc1)=NCC2 (stereo not given)
[29] CN(CC(=O)Nc1ccc(F)cc1)CC(=O)Nc1ccc(Cl)c(S(=O)(=O)N2CCOCC2)c1
[30] O=C(NCCc1ccc(F)cc1)C(=O)NCC(c1ccco1)S(=O)(=O)c1cccs1 (stereo not given)
[31] CCOC(=O)/C(=N\Nc1ccccc1[N+](=O)[O-])c1csc(N)n1
[32] O=C(OCc1ccc(C(=O)c2ccccc2)cc1)c1cccc(-c2nnc(-c3ccccc3)o2)c1
Screen / compound no.,25,26,27,28,29,30,31,32
12-LOX inh,-8%[57.4 µM],?,52%[activator],200%[activator],4%,-1%,-22%,11%
USP1-UAF1 inh,0%,28µM*,-10%,·,-7%,-45%,-17%,1%
RGS4 inhibitor,7%,?,30%,·,9%,2%,3%,-17%
Vif-APOBEC3F blk,6%,-8%,1%,·,-13%,1%,-5%,5%
Vif-APOBEC3G blk,-3%,0%,0%,1%,-3%,-2%,0%,1%
RXFP1 agonist,-1.1%,·,1.4%,·,3.2%,0.0%,-1.2%,1.6%
TrxR1 inh,25%,31%[11.4 µM],16%,6%,14%,5%[57.1 µM],23%[0.0914 µM],26%
TrxR1 substrate,13%,20%[11.4 µM],4%,-9%,-4%,-3%[57.1 µM],2%[57.1 µM],8%
mIDH1 inhibitor,2%,?,0%,·,0%,-9%,-9%,2%

[33] Cc1cccnc1NC(=O)C1CCN(S(=O)(=O)c2cccs2)CC1
[34] Cc1nn(C)c(C)c1N1C(=O)c2cccc3c(N)ccc(c23)C1=O
[35] CC(C)CN(CC(C)C)C(=O)CCCC(=O)N(CC(C)C)CC(C)C
[36] Cn1c(SCC(=O)Nc2ccc(Cl)cn2)nnc1C1CC1
[37] Cc1nnc(SCc2cccc3ccccc23)s1
[38] O=C(CCNC(=O)c1ccccc1)NCCc1ccc(Cl)cc1
Screen / compound no.,33,34,35,36,37,38
12-LOX inh,0%,-29%,-21%,0%,?,0%
USP1-UAF1 inh,-7%,25µM*,-15%,-25%,-7%,-2%
RGS4 inhibitor,-31%,-15%,7%,-14%,-15%,-23%[56.9 µM]
Vif-APOBEC3F blk,8%,?,1%,-7%,-4%,-2%
Vif-APOBEC3G blk,0%,9%,-1%,2%,-6%,-3%
RXFP1 agonist,0.2%,6.7%,1.4%,1.0%,2.0%,1.0%
TrxR1 inh,6%,-15%,23%[57.1 µM],14%,-7%[57.1 µM],8%
TrxR1 substrate,-5%[57.1 µM],-19%,14%[57.1 µM],1%,-4%[57.1 µM],2%
mIDH1 inhibitor,1%,4%,7%,7%,5%,-2%
